MITF TRPM1 HTS: activators of MITF-driven TRPM1 promoter activity in SK-MEL-5 cells. SK-MEL-5 TRPM1-promoter luciferase, 24 h; % of positive control, neutral wells = 0. activation, % at 12.5 µM. actives 0.75% (n = 300,000). AID 588334;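 active = mean activation of at least 80% with every replicate also reaching 80%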;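 note: 0% = neutral control wells and 100% = parthenolide positive control wells; values of inactives mirror those of a sister screen read the other way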
SR-BI DiI inh: mouse SR-BI HDL lipid transfer inhibition; Q61009; ldlA[mSR-BI] CHO cells, DiI-HDL uptake fluorescence, 3 h; inhibition, % at 12.5 µM; actives 0.96% (n = 320,000);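 active = mean replicate inhibition of at least 70% and a set share of replicates each scoring 70 or more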;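 note: 0% = median of neutral control wells and 100% = median of positive control wells; values of inactives mirror those of a sister screen read the other way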
Target sequence (Q61009 whole entry, looked up): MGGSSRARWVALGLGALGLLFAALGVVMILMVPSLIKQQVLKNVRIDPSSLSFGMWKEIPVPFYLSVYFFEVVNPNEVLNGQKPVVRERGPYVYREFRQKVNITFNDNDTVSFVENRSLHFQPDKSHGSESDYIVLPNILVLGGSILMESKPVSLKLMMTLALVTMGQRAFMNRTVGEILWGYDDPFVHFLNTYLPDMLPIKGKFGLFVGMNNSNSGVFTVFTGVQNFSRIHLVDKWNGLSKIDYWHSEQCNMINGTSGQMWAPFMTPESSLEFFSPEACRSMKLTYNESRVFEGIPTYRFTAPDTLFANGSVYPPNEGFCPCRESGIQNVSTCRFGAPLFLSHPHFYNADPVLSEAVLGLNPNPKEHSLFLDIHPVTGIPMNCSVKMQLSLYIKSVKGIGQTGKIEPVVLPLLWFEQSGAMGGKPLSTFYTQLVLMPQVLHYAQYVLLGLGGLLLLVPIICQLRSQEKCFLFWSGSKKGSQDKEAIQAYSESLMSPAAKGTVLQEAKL
E coli growth: counter-screen for AddAB inhibitors: E. coli growth inhibition; actives 0.27% (n = 330,000); E. coli V3065 growth, OD600 absorbance, 18 h; inhibition, % at 11.9 µM;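 active = inhibition above the campaign's mean inhibition across all tested compounds plus 3 SD, cut at about 9.9% in these data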;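 note: uninfected addAB+ strain grown without phage in ampicillin broth; 0% = DMSO wells and 100% = ciprofloxacin 0.95 µg/ml wells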
Wnt act: Wnt/beta-catenin pathway activation; activation, % at 9.35 µM; actives 1.2% (n = 300,000); Wnt/beta-catenin reporter cell assay, activator, plate reader; in the data active = activation above about 30%, passing the limit was not always enough;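 note: 0% = neutral control wells and 100% = positive control wells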
CAL PDZ FP-1: CAL PDZ (human) peptide binding inhibition; purified CAL PDZ, TMR-peptide fluorescence polarization, 1 h; inhibition, % at 24.9 µM; Q9HD26; AID 602252; actives 0.92% (n = 300,000);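 active = mean inhibition of at least 30% with at least half of replicates also reaching 30%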;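 note: 0% = DMSO neutral control and 100% = excess unlabeled competitor peptide PRC23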
CAL PDZ FP-2: inhibitors of human CAL PDZ peptide binding; Q9HD26; purified CAL PDZ, TMR-peptide fluorescence polarization, 1 h; inhibition, % at 20 µM; actives 0.02% (n = 330,000); AID 504414;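 active = highest replicate inhibition of at least 40%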;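 note: plate controls were DMSO neutral control wells for no effect and unlabeled competitor peptide control wells for full effect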
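Material: tagged CAL PDZ protein CerCALP, purified; buffer or medium: sodium phosphate/NaCl buffer pH 7.4 with TCEP, IgG, Thesit; also added: fluorescent TMR peptide probe; schedule: 1 h incubation at room temperature before polarization reading; technique: fluorescence polarization from S- and P-plane intensities, G-factor corrected; control set: unlabelled peptide and DMSO controls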
Tat export inh: inhibitors of E. coli Tat protein transport. E. coli MC4100 TorA-mCherry Tat export, fluorescence. inhibition, % at 10 µM. actives 0.036% (n = 340,000);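 active = mean replicate inhibition at least 50% and at least half of replicates individually reaching 50%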;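 note: exported cargo escapes ClpAP degradation while cytoplasmic cargo is degraded and loses fluorescence; 0% = median of neutral control wells and 100% = median of NaSCN control wells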
AddAB inh: less growth of phage-infected E. coli with AddAB | inhibition, % at 11.9 µM | E. coli expressing H. pylori AddAB, absorbance growth | actives 0.29% (n = 330,000); in the data active = inhibition above about 12%;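 note: 0% = vehicle wells of infected cells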
SR-BI DiI-HDL act: activators of SR-BI mediated HDL lipid uptake; CHO ldlA[mSR-BI] cells, DiI-HDL uptake fluorescence, 3 h; 100 = double the neutral-control signal; activation, % at 12.5 µM; actives 0.096% (n = 320,000);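 active = mean replicate activation of at least 60% and every replicate at or above 60%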;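 note: 0% = median plate neutral-control signal and 100% = twice that signal; values of inactives mirror those of a sister screen read the other way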
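Material – SR-BI-overexpressing, LDLR-lacking CHO cells · Medium – BSA-supplemented, HEPES-buffered Ham's F12, pH 7.4 · Doses – single concentration · Times – compound with DiI-HDL co-incubation, 3 h at 37 °C · Measured by – bottom-read fluorescence, 550/595 nm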
phage Ecoli inh: E. coli growth loss with phage present | growth absorbance | AID 651602 | inhibition, % at 11.9 µM | actives 0.26% (n = 360,000); in the data active = inhibition above about 11%
Numbers without * were called inactive; · = not tested or not shown.

mol,SR-BI DiI-HDL act,E coli growth,AddAB inh,CAL PDZ FP-2,phage Ecoli inh,MITF TRPM1 HTS,CAL PDZ FP-1,Wnt act,SR-BI DiI inh,Tat export inh
CC(NC(=O)c1ccco1)C(c1cccs1)N1CCN(c2ccc(F)cc2)CC1 (centres undefined),8,-2.3,3.1,-0.5,2.0,-11,-5,-1,-8,0
COc1cccc2cc(/C(C)=N/Nc3nc(-c4cc(C)ccc4C)cs3)c(=O)oc12,-36,-1.7,0.5,-4.3,1.2,·,-3,-6,36,-6
CCOC(=O)c1cc(C(C)(C)C)n(CCCN2CCOCC2)c1C,2,1.5,2.1,-0.9,-0.1,-2,-4,-2,-2,4
CN(C)c1ccc(NC(=O)Nc2cccc(Cl)c2)cc1,-10,2.2,3.0,1.4,4.4,31,1,·,10,-3
O=C1CCc2cc(S(=O)(=O)NC(Cc3ccccc3)C(=O)NCC3CCCO3)ccc2N1 (centres undefined),14,0.3,3.6,-0.6,2.3,6,·,-2,-14,-19
O=C(Nc1ccccc1)c1ccc(NCCN2C(=O)CCC2=O)c([N+](=O)[O-])c1,-34,-0.9,-0.8,0.7,4.6,-5,·,2,34,-2
O=C(COC(=O)c1cccc(Oc2ccccc2)c1)NCc1ccco1,2,-3.5,1.5,-1.5,-1.6,-5,0,1,-2,-1
O=C(Nc1ccc2sccc2c1)c1cccc(N2C(=O)CCC2=O)c1,-17,0.6,-0.2,-1.0,2.1,46,1,2,17,7
CCCn1c(SCC#N)nc2c(c1=O)C1(CCCC1)Cc1ccccc1-2,-23,4.1,1.4,-0.3,1.6,1,-4,-6,23,3
Cc1ccc(NC(=O)Cn2nnc(C(=O)NCc3cccs3)c2N)c(C)c1,10,-0.3,4.0,-0.6,2.3,7,·,-6,-10,-10
O=C(COc1ccc(Cl)c(Cl)c1)NC1CCS(=O)(=O)C1 (centres undefined),1,0.0,4.9,-0.2,2.9,11,3,-1,-1,-1
Cc1cccc(OCC(=O)N/N=C2/SCC(=O)N2Cc2ccco2)c1,3,-1.5,-1.0,·,3.8,5,-2,-4,-3,3
Cc1cc(/C=C2/NC(=O)NC2=O)c(C)n1-c1sc2c(c1C#N)CCCC2,·,1.2,-1.4,-0.8,2.4,-22,-11,·,28,5
Cc1nc(NC(=O)C2CCCCC2)sc1C,8,0.3,3.3,-0.5,1.0,47,0,38*,-8,3
COc1cc2c(cc1CNC[C@H]1O[C@@H](n3cnc4c(N)ncnc43)[C@H](O)[C@@H]1O)OCO2,17,-1.6,0.5,0.1,·,3,-1,·,-17,-5
COc1cccc(CC(=O)OCC(=O)NC(Cc2ccccc2)C(C)=O)c1 (centres undefined),13,3.5,1.2,-0.6,3.0,-11,-4,0,-13,1
O=C(CN1C(=O)NC2(CCc3ccccc32)C1=O)Nc1ccc(N2CCOCC2)cc1 (centres undefined),-16,-1.8,-0.5,-1.5,1.9,·,-2,-6,16,22
O=C(Cc1ccc(Cl)cc1Cl)NC1CCCCCC1,·,-0.6,0.7,-2.3,1.5,23,-3,0,·,13
COc1cccc2cc(C(C)N(CCCN3CCOCC3)C(=S)Nc3cc(C)ccc3C)oc12 (centres undefined),-22,1.5,0.8,-0.7,-1.2,4,-4,0,22,1
CCCCCOC(=O)NCC(O)c1ccccc1 (centres undefined),-3,-1.9,-2.1,0.1,2.8,80,·,·,3,-11
COc1ccc2cc(C(=O)C3CCCN(C(=O)CCc4ccccn4)C3)ccc2c1 (centres undefined),4,-0.7,0.4,-2.3,2.3,17,4,2,-4,10
COc1cccc(OCc2cc(/C=N/Nc3ccc(C(=O)O)cc3)ccc2OC)c1,-2,-0.5,0.7,-0.2,-1.1,-4,-8,2,2,9
CC(=O)c1ccc(N(CC(=O)NC2CCCCC2)C(=O)c2csnn2)cc1,5,-1.9,0.8,-1.8,0.8,4,-1,1,-5,-2
COc1ccc2sc(-c3ccc(S(C)(=O)=O)cc3)c(C#CCO)c2c1,-66,-1.4,1.6,-0.2,2.4,20,-5,21,66,4
CS(=O)(=O)N(CC(=O)NCc1ccccc1)c1ccc(Cl)cc1,23,2.3,2.7,0.1,2.6,·,-2,0,-23,7
CCCC(=O)Nc1nnc(SCC(=O)NCc2cccs2)s1,1,-1.6,2.5,-2.0,1.2,16,0,·,-1,-2
COc1cc(Cn2cnnn2)ccc1O,37,2.1,-2.2,-0.1,4.0,8,-2,-1,-37,-11
COc1ccc(N2CCN(C(=O)CCN3C(=O)C4C5C=CC(C5)C4C3=O)CC2)cc1 (centres undefined),1,-0.3,-1.6,-2.2,4.4,-8,0,1,-1,-4
Cc1cccc(OCCN2CCOCC2)c1C,7,1.2,3.8,0.1,-1.0,·,-4,2,-7,-6
COc1cc(/C=C2\C(=O)ON=C2c2ccc(Cl)cc2)ccc1O,·,1.1,0.5,·,-3.5,·,·,1,·,·
CCc1ccc(C(=O)COC(=O)CNC(=O)c2cccs2)cc1,·,0.8,1.4,-3.0,2.4,-11,-4,-1,·,-9
Cc1ccc(C(=O)Nc2cc([N+](=O)[O-])ccc2C)cc1,-19,-2.2,-1.9,0.4,4.3,4,-4,11,19,-6
Brc1ccccc1C1=Nn2c(nnc2-c2ccco2)SC1,-6,-0.3,0.1,-0.7,0.2,·,·,-1,6,7
FC(F)(F)c1nc2ncc(Cl)cc2[nH]1,30,3.9,4.2,-2.6,4.8,-2,-2,·,-30,-6
Cc1ccc(C(C)(c2ccc(N)cc2)c2ccc(N)cc2)cc1,16,0.3,5.1,-0.6,4.4,·,·,5,-16,-4
O=C(NC12CC3CC(CC(C3)C1)C2)C1CCCN1C(=O)NC1CCCCC1 (centres undefined),6,0.5,0.3,-1.5,2.1,-2,-3,-2,-6,-5
CC(C)COC(=O)n1c(=O)oc2cc(S(=O)(=O)N3CCCCC3)ccc21,13,-1.0,-0.8,·,3.0,-9,-3,·,-13,2
O=C(NCCc1nc(-c2ccccc2Cl)no1)c1ccccc1,-4,-1.5,5.2,0.0,-1.2,1,-2,0,4,0
O=C(Nc1cccc(C(F)(F)F)c1)N1CCN(C(=O)Nc2cccc(C(F)(F)F)c2)CC1,-3,3.0,1.9,-3.7,1.1,-10,-3,-2,3,-4
CCOc1ccc(N(CC(=O)NC2CCCCC2)C(=O)CCC(=O)Nc2ccccn2)cc1,·,1.6,2.0,-0.4,-1.0,-11,·,-1,·,7
CCOc1ccccc1-c1cc(C(=O)N/N=C/c2ccc3c(c2)OCO3)c2ccccc2n1,-51,·,·,-1.7,-0.9,-8,1,·,51,9
C=CCN(CC=C)C(=S)NC(=O)c1ccc(OC)c(Br)c1,4,-5.0,-3.7,-2.5,·,-18,-1,·,-4,4
Cc1ccc(C(=O)NNC(=S)NCC2CCCO2)cc1[N+](=O)[O-] (centres undefined),·,-0.3,4.6,-0.5,3.3,-4,-3,-2,-32,-2
Cc1cc(C(=O)N2CCN(c3cc(Cl)ccc3C)CC2)on1,5,-3.4,127*,-1.0,1.4,6,·,-1,-5,-5
CCCCn1c(-c2cccc(C)c2)nc2cc3[nH]c(=O)c(C(C)C)nc3cc21,1,0.5,3.3,-0.1,0.5,1,1,-9,-1,0
CCOc1ccccc1N1CCN(C(=O)c2cc3ccccc3cc2OC)CC1,-3,·,·,0.0,4.4,-44,3,-10,3,4
CSc1ccc(C=NNc2ccc(S(=O)(=O)Nc3ccccc3C(=O)O)cc2[N+](=O)[O-])cc1,12,-0.7,-0.2,-0.2,2.2,-5,-1,-2,-12,-2
COCCOc1ccc(C(F)(F)F)cc1NC(=O)COC(=O)C1=COCCO1,-1,2.1,1.9,-1.5,1.1,-1,-3,7,1,-5
COc1ccc2c(c1)c1nc3n(c(=O)c1n2CC(=O)Nc1cc(C)[nH]n1)CCS3,·,1.7,6.0,·,0.5,·,·,-5,·,·
NC(=O)c1cc(N2C(=O)C3CC=CCC3C2=O)ccc1N1CCCCC1 (centres undefined),37,2.2,0.9,-1.6,1.4,0,-2,·,-37,1
Cc1nn(-c2ccccc2)c2nc(N)c(C#N)c(-c3ccc(F)cc3)c12,-22,-1.9,-0.6,-2.0,1.9,-15,-4,1,22,2
CCCn1c(=NC(=O)CCS(=O)(=O)c2ccccc2)sc2cc(S(N)(=O)=O)ccc21,-20,0.6,0.8,-0.8,4.9,-3,3,-2,20,-6
CCNC(=O)C1CC(=O)N(c2ccc(OCC)cc2)C1 (centres undefined),-11,-3.1,-0.7,-2.1,1.4,-1,-1,·,11,-4
COc1cc(CC(=O)O)c([N+](=O)[O-])cc1OC,·,-3.8,3.0,-1.2,2.2,-12,2,-2,·,-3
O=C(NC1CC1)c1cccc(S(=O)(=O)Nc2ccccc2F)c1,18,1.5,1.2,-1.6,2.7,10,-3,-2,-18,4
O=C(c1cc(-c2ccc(Cl)cc2)on1)N1CCN(c2ccccc2)CC1,11,0.5,0.8,-1.4,-3.2,57,-4,14,-11,2
CCC1(C)Cc2ccccc2C(=O)N1 (centres undefined),-17,-2.2,0.4,0.3,5.1,-7,-2,2,17,-3
CCOc1cc(C2C3=C(CCCC3=O)NC3=C2C(=O)CCC3)ccc1OCCO,·,-2.6,4.2,-3.0,2.1,-7,4,-1,·,1
CCOc1ccccc1NC(=O)c1ccc(NC(=O)c2ccco2)cc1,-51,1.6,1.8,-3.2,3.3,1,-7,·,51,4
CSc1nncn1/N=C/c1ccccc1F,28,2.0,5.1,-0.6,2.8,-3,-3,-3,-28,-1

Some of the entries so far, with values under each structure.
Values run as follows: SR-BI DiI-HDL act, E coli growth, AddAB inh, CAL PDZ FP-2, phage Ecoli inh, MITF TRPM1 HTS, CAL PDZ FP-1, Wnt act, SR-BI DiI inh, Tat export inh
O=C(Nc1ccccc1)c1ccc(NCCN2C(=O)CCC2=O)c([N+](=O)[O-])c1
 : -34, -0.9, -0.8, 0.7, 4.6, -5, ·, 2, 34, -2
COc1ccc2cc(C(=O)C3CCCN(C(=O)CCc4ccccn4)C3)ccc2c1 (centres undefined)
 : 4, -0.7, 0.4, -2.3, 2.3, 17, 4, 2, -4, 10

Continued:
mol,SR-BI DiI-HDL act,E coli growth,AddAB inh,CAL PDZ FP-2,phage Ecoli inh,MITF TRPM1 HTS,CAL PDZ FP-1,Wnt act,SR-BI DiI inh,Tat export inh
COc1ccccc1/C=C/C=N/NC(=O)c1ccco1,0,-0.3,0.1,-1.9,0.1,·,·,22,0,7
O=C(N/N=C/c1ccc(Cl)cc1)c1n[nH]c2c1CCCC2,-12,2.2,2.8,-0.8,-1.5,·,-6,-4,12,-1
CN(Cc1cc(=O)n2ccsc2n1)Cc1nc2ccccc2c(=O)[nH]1,4,-3.7,-2.8,-0.6,4.2,-3,-3,-1,-4,-3
O=[N+]([O-])c1cccc(/C=N/N2CCN(Cc3ccc(Cl)cc3)CC2)c1,6,2.6,3.5,-0.8,3.1,·,·,-2,-6,-3
CCCC1CCC(=NNC(=O)OC(C)(C)C)CC1 (centres undefined),19,-0.5,-3.2,-1.2,2.8,-11,3,22,-19,-4

Screening results (PubChem BioAssay)
